PLK1 PBD inh: qHTS for Inhibitors of PLK1-PDB (polo-like kinase 1 - polo-box domain): Primary Screen. Serine/threonine-protein kinase PLK1 (Homo sapiens), P53350. Plk1 PBD binding of FITC phosphopeptide, fluorescence polarization. Potency, µM, without a hit: max response, negative = inhibition, actives largely listed as inhibitors. actives 2.8% (n = 360,000); further: potency means the concentration at half of the fitted maximal effect; series mostly up to about 57 µM; on the % scale 0 is the no-effect control and ±100 the full control effect; nearly all actives have a fitted effect of over 65% in size
IL-2 act: qHTS of IL-2 Activators. actives 0.065% (n = 360,000). IL-2 activation reporter assay, cell-based qHTS; stimulated with anti-CD3/CD4/CD28 beads; in transgenic mouse T cells. activation, % (series mostly up to about 46 µM). AID 652025, 2013; in the data active means activation above about 50%; inconclusive means mostly about 30% to 49%; further: 0% is about no effect
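Unstimulated transgenic mouse T cells; 60-min compound exposure; bead-based TCR/CD4/CD28 stimulation; 18 h culture, 37 degrees C; dual fluorescence (EGFP, DsRed) plate cytometry.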
aSyn rescue: qHTS of alpha-syn Inhibitors; Yeast expressing alpha-synuclein, growth rescue, BacTiter-Glo, 24 h; Potency, µM (highest dose often 46.1 µM), without a hit: top-dose growth rescue (activation), usual class: activators; actives 0.14% (n = 370,000); further: potency means the concentration at half of the fitted maximal effect; % of control where 0% means no effect; nearly all actives have a fitted effect of over 65% in size
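Rescue of yeast growth: cells expressing toxic alpha-synuclein, induced in galactose at OD600 0.02, incubated with compound 24 h at 30 C. ATP luminescence quantified growth; inhibitors of toxicity appear as activators.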
EPAC1 ag: qHTS for Agonist of cAMP-regulated guanine nucleotide exchange factor 3 (EPAC1): primary screen. EPAC1 agonist qHTS, biochemical assay; response scale: 100% = response to 6.5 mM cAMP. Potency, µM (highest dose often 154 µM), for the others: top-dose activation, usual class: activators. actives 0.073% (n = 360,000); further: potency means the concentration at half of the fitted maximal effect; nearly all actives have a fitted effect of over 60% in size
Target sequence (O95398 whole entry, looked up): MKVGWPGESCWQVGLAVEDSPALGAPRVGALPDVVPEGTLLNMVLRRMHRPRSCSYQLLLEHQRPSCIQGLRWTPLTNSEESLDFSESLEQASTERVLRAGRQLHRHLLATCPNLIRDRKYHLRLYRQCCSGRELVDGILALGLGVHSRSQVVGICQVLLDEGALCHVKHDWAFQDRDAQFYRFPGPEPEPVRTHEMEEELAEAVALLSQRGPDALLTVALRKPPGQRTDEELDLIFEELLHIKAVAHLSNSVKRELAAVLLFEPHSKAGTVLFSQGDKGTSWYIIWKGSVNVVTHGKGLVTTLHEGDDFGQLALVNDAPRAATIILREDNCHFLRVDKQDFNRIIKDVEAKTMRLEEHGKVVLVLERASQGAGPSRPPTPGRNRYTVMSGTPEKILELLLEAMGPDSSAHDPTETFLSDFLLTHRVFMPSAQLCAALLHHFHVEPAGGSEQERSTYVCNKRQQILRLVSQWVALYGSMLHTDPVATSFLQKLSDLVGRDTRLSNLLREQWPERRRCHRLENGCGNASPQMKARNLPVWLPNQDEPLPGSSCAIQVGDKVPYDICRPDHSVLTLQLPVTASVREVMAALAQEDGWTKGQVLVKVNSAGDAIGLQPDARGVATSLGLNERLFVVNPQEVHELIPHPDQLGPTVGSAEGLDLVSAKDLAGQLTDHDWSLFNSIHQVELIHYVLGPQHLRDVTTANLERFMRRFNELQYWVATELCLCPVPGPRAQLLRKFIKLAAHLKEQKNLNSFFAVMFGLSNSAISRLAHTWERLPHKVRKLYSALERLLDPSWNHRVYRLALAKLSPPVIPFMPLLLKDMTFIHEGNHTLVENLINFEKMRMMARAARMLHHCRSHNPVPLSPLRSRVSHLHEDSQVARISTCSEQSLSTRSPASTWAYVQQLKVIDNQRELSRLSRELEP
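Nucleotide exchange assay: 100 nM EPAC1 with 250 nM Rap1B loaded with BODIPY-GDP and 50 uM GDP, room temperature. Fluorescence (480/540 nm) read every 5 min for 30 min; signal change normalized to 6.5 mM cAMP as full agonist.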
PI5P4K alpha inh: qHTS for Inhibitors of phosphatidylinositol 5-phosphate 4-kinase (PI5P4K). Phosphatidylinositol 5-phosphate 4-kinase type-2 alpha (Homo sapiens), P48426. PI5P4Kalpha enzyme, ADP-Glo luminescence, 60 min; active compounds read low. max response, %. actives 1.2% (n = 330,000); active means max response of -50% or lower; inconclusive means between -30% and -50%; inactive means -30% or higher; further: value at the top dose of about 77 µM; on the % scale 0 is the no-effect control and ±100 the full control effect
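Compounds were pin-transferred onto PI5P4Kalpha and substrate in HEPES pH 7.4 buffer with EGTA, CHAPS and 5% DMSO. ATP (5 microM final) started the reaction, which ran 60 minutes at room temperature before ADP-Glo detection.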
Abeta rescue: qHTS for compounds that reverse cellular toxicity of Amyloid beta (A-beta) peptide in yeast: Primary Screen; actives 0.063% (n = 410,000); Potency, µM (highest dose often 46.1 µM), inactives show at the highest dose growth rescue, actives largely listed as activators; AID 1347071, 2019; yeast expressing A-beta42, growth rescue, OD600, 48 h; response scale: 0% DMSO, 100% iron-clioquinol control; further: potency means the concentration at half of the fitted maximal effect; nearly all actives have a fitted effect of over 55% in size
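Yeast A-beta toxicity model in growth medium with pinned compounds, 48 h at 30 C; growth read as absorbance at 600 nm. Normalized to FeCl3/clioquinol equimolar mix (positive) and DMSO (negative).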
WRN inhibitor: qHTS for Inhibitors of WRN Helicase; AID 651768, 2012; actives 0.46% (n = 360,000); Potency, µM (doses to about 114 µM), inactives show at the top dose activity change, negative = inhibition, actives largely listed as inhibitors; WRN helicase unwinding, fluorescent forked duplex, kinetic; Bifunctional 3'-5' exonuclease/ATP-dependent helicase WRN (Homo sapiens), Q14191; further: potency means the concentration at half of the fitted maximal effect; on the % scale 0 is the no-effect control and ±100 the full control effect; nearly all actives have a fitted effect of over 55% in size
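Kinetic red-fluorescence monitoring (525/598 nm) tracks WRN helicase activity after 100 nM fluorophore-quencher forked duplex and 2 mM ATP are added to 20 nM enzyme pretreated 15 min at room temperature with compound.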
EPAC1 antag: qHTS for Antagonist of cAMP-regulated guanine nucleotide exchange factor 3 (EPAC1): primary screen | Rap guanine nucleotide exchange factor 3 (Homo sapiens), O95398 | EPAC1 GEF assay, Rap1b-BODIPY-GDP exchange fluorescence | Potency, µM (series often up to 115 µM), inactives show top-dose activity change, negative = inhibition, hits mostly inhibitors | actives 0.14% (n = 360,000);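 further: potency means the concentration at half of the fitted maximal effect; plate controls were vehicle for no effect and positive control for full effect; nearly all actives have a fitted effect of over 50% in size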
FUS yeast rescue: qHTS for Suppressors of FUS Proteinopathy: Primary screen using FUS-linked yeast assay | S. cerevisiae FUS-expressing, growth rescue, OD600, 24 h | Potency, µM (series often up to 76.6 µM), for inactives: at the top dose growth rescue (activation), hits mostly activators | actives 0.24% (n = 390,000);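 further: potency means the concentration at half of the fitted maximal effect; plate controls were DMSO vehicle for no effect and reference control for full effect; nearly all actives have a fitted effect of over 55% in size; some results filed as inactive show a strong effect at the top dose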
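Read-out: OD at 600 nm after 24hr at 30C, reporting rescue of FUS-induced yeast toxicity. Cells at OD 0.005 in galactose (2%) minimal medium; compounds tested in a dilution series; CP55940 titration from 92uM final as control.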
Active calls of the source: *; ? = inconclusive; · = not tested or not shown; & = joins results of further samples; [ ] = another dose, or the depositor's remark. Unless noted, the call rests on the fitted dose curve; in most records, active means well fitted curve in the direction sought with a large enough effect; inconclusive means small, poorly fitted or top-dose-only effect, or another doubt; inactive means no such curve, though single readings can be large; an effect the other way counts as inactive or inconclusive. Rows are unselected; any-hit rate near 4.1%.

Screens in order – EPAC1 antag	EPAC1 ag	PLK1 PBD inh	Abeta rescue	aSyn rescue	PI5P4K alpha inh	IL-2 act	FUS yeast rescue	WRN inhibitor
Cc1ccc(CN2CCC(C(=O)c3ccc(F)cc3)CC2)cc1
  0%	11%	-14%	8%	10%	2	-1.4	-28%	0%
CCOC(=O)C1=C(C)SC2=NS(=O)(=O)CCN21
  5%	2%	-6%	-1%	-18%	·	-0.5	-9%	-3%
CCOc1ccc(CN2CCN(Cc3ccc4cc(F)ccc4n3)CC2CCO)cc1 (stereo not drawn)
  -11%	-8%	-21%	-10%	1%	-1	-2.9	25%	9%
CCCCNC(=O)C[C@@H]1C[C@@]2(C(=O)OC)CC(C)(C)CC=C2N(Cc2ccccc2)C1=O
  -7%	-4%	1%	4%	2%	1	-0.1	27%	-1%
Cc1ccc(NC(=S)N2CCCCC2CO)cc1C (stereo not drawn)
  0%	2%	-9%	5%	-1%	4	-4.0	-13%	0%
O=C(COC(=O)Cn1cc(C(F)(F)F)ccc1=O)Nc1ccc(Br)cc1F
  -13%	-4%	-4%	8%	3%	13	0.0	8%	-18%
CN1CCN(C(=O)c2cnn(-c3ccccc3)c2NC(=O)c2ccc([N+](=O)[O-])cc2)CC1
  -10%	0%	-9%	7%	5%	2	-0.1	3%	-6%
COc1ccc(-c2nnc(SC(C)C(=O)Nc3nccs3)n2Cc2ccccc2)cc1OC (stereo not drawn)
  2%	1%	-4%	11%	·	-2	-1.3	44%	-2%
CC1(C)C2CCC(C2)C1(C)NC(=O)CN1CCCC1 (stereo not drawn)
  -10%	-1%	-19%	26%	4%	8	-0.5	5%	-16%
CC1(C)Cc2c(sc(NC(=O)/C=C/C(=O)O)c2C#N)CO1
  -10%	1%	-4%	21%	12%	?	2.4	15%	-2%[11.6 µM]
CCc1cc2c(=O)n(CCC(C)C)c(=S)[nH]c2s1
  -20%	-8%	-27%	13%	-1%	-29	-1.6	-5%	-22%
O=[N+]([O-])c1ccc(N2CCN(S(=O)(=O)c3ccccc3)CC2)cc1N1CCc2ccccc2C1
  18%	9%	-6%	11%	-8%	1	0.0	-6%	-21%
COC(=O)/C=C1\S/C(=N/N=C/c2ccc(Cl)cc2)NC1=O
  -15%	6%	30µM*	-21%	-4%	-5	-2.0	7%	-14%
CC(=Nc1ccccc1)Nc1ccccc1
  -13%	1%	-11%	6%	1%	-4	-0.7	17%	3%
CCCC1C2C(=O)N(c3cccc(C)c3)C(=O)C2ON1c1ccccc1 (stereo not drawn)
  -16%	11%	-3%	?	9%	4	0.0	7%	-4%
Cc1cc(=O)n2[nH]c(-c3ccc(F)cc3)nc2n1
  11%	1%	3%	-11%	-3%	-10	-0.7	-7%	-9%
CCOc1ccc(-c2nnc(SCC(=O)Nc3cc(C)on3)o2)cc1
  6%	13%	-4%	-18%	3%	5	2.4	-11%	-6%
COc1ccc(C)cc1NC(=O)Cc1c(C(=O)O)n(C)c2ccccc12
  -5%	2%	-2%	-11%	-6%	19	-4.5	26%	-7%
CCN=C1SC(CC(=O)NC(C)c2ccccc2)C(=O)N1CC (stereo not drawn)
  -2%	2%	-8%	-26%	-8%	2	-3.7	11%	-3%
Cc1cccc(N=C2CSC(=O)N2)c1
  9%	9%	-10%	-2%	0%	2	0.7	6%	2%
CCCCCc1nnc(NC(=O)C2COc3ccccc3O2)s1 (stereo not drawn)
  -14%	-10%	-8%	-16%	-1%	1	-3.9	12%	3%
COc1ccc(CN(C)CCCn2ccc(N)nc2=O)cc1OC
  3%	-9%	2%	1%	4%	2	0.3	-36%	-2%
COc1ccc(OC)c(NC(=O)COC(=O)CCc2nc3ccccc3c(=O)[nH]2)c1
  -7%	9%	-10%	1%	-2%	-6	-1.0	15%	?
CC(=O)Nc1c(OC(C)=O)ccc2c(C)cc(=O)oc12
  6%	-12%	?	2%	12%	10	-0.3	-30%	0%
CN(Cc1ccccc1)S(=O)(=O)c1ccccc1Br
  -1%	13%	-9%	31%	9%	0	-0.2	-9%	-2%
O=C(Nc1cccc2ccccc12)c1[nH]c(-c2ccccc2)c2c1C(=O)N(C1CC1)C2=O
  0%	2%	-22%	-11%	-2%	0	-0.7	-2%	6%
OCCCn1c(CCNc2nc(-c3ccc(F)cc3)cs2)nc2cc(C(F)(F)F)ccc21
  -7%	-2%	-24%	8%	10%	17	-5.3	43%	-6%
O=C(O)C1CC(c2ccccc2)=NO1 (stereo not drawn)
  12%	4%	-3%	5%	-13%	·	-0.2	19%	-3%
COc1cc(NC(=O)CCc2c(C)noc2C)c(C(=O)O)cc1OC
  14%	-6%	-2%	-4%	7%	0	-0.3	0%	6%
C=CCC1c2cccc(C(=O)O)c2C(=O)N1c1cccc(OC)c1 (stereo not drawn)
  1%	-3%	-6%	-6%	-5%	4	-3.4	-32%	2%
OC(CNCC1CCCO1)COc1ccc(OCC(O)CNCC2CCCO2)cc1 (stereo not drawn)
  -1%	1%	-3%	3%	-6%	-6	-0.2	2%	6%
COc1ccc(NCc2n[nH]c(=O)c3ccccc23)cc1
  8%	-4%	-15%	7%	-4%	-6	-0.6	12%	4%
CC1(c2ccc3noc(-c4cccc(F)c4)c3c2)OCCO1
  3%	14%	-4%	7%	-12%	3	-0.1	0%	-1%
COC(CCN(C)C)(c1ccccc1)c1ccccc1
  3%	-4%	-7%	9%	-10%	·	-0.4	-9%	-4%
COc1ccc2c(/C=N/NS(=O)(=O)c3ccc(C)cc3)c[nH]c2c1
  ?	12%	-13%	15%	-2%	1	-2.3	27%	-17%
CCC1=Nc2cc(C(=O)NCC3CCCO3)ccc2Sc2ccc(Br)cc21 (stereo not drawn)
  -2%	17%	-13%	-4%	3%	-2	0.5	?	-3%
CC1CN(C(=O)C2CC(=O)N(c3ccc(Cl)cc3)C2)CC(C)O1 (stereo not drawn)
  17%	-3%	-17%	-2%	0%	-3	-0.1	18%	3%
COc1ccc(N2CCN(C(=O)C(=O)c3cn(CC(=O)N4CCCC4)c4ccccc34)CC2)cc1
  7%	5%	-5%	-4%	4%	2	0.5	27%	2%
CCOc1ccc(S(=O)(=O)NCc2ccccn2)c(C)c1C
  1%	-9%	3%	14%	3%	-10	0.4	-5%	17%
CCn1c2ccccc2c2cc(NC(=O)CSc3nnc(-c4cccc(F)c4)o3)ccc21
  3%	-7%	1%	19%	8%	0	0.8	8%	-14%
CCn1c(=N)n(CC(=O)c2ccc(Cl)c(Cl)c2)c2ccccc21
  -9%	4%	-2%	14%	-1%	6	1.5	22%	-6%
CN(C)CCCNCCCNC(=O)c1ccco1
  -4%&-4%	-2%&6%	-4%&0%	-9%&6%	0%&-7%	22	-2.2&-1.2	28%	1%&9%

Grouped by structure, the compounds so far containing fluorine.
Screens in order – EPAC1 antag	EPAC1 ag	PLK1 PBD inh	Abeta rescue	aSyn rescue	PI5P4K alpha inh	IL-2 act	FUS yeast rescue	WRN inhibitor
Cc1ccc(CN2CCC(C(=O)c3ccc(F)cc3)CC2)cc1
  0%	11%	-14%	8%	10%	2	-1.4	-28%	0%
CCOc1ccc(CN2CCN(Cc3ccc4cc(F)ccc4n3)CC2CCO)cc1 (stereo not drawn)
  -11%	-8%	-21%	-10%	1%	-1	-2.9	25%	9%
O=C(COC(=O)Cn1cc(C(F)(F)F)ccc1=O)Nc1ccc(Br)cc1F
  -13%	-4%	-4%	8%	3%	13	0.0	8%	-18%
Cc1cc(=O)n2[nH]c(-c3ccc(F)cc3)nc2n1
  11%	1%	3%	-11%	-3%	-10	-0.7	-7%	-9%
OCCCn1c(CCNc2nc(-c3ccc(F)cc3)cs2)nc2cc(C(F)(F)F)ccc21
  -7%	-2%	-24%	8%	10%	17	-5.3	43%	-6%
CC1(c2ccc3noc(-c4cccc(F)c4)c3c2)OCCO1
  3%	14%	-4%	7%	-12%	3	-0.1	0%	-1%
CCn1c2ccccc2c2cc(NC(=O)CSc3nnc(-c4cccc(F)c4)o3)ccc21
  3%	-7%	1%	19%	8%	0	0.8	8%	-14%

High-throughput results from PubChem.
